# Bioassay records: PubChem BioAssay, Broad Institute
# DENV2 CPE rescue – inhibitors of DENV2 cytopathic effect; 1.7% of 350,000 active; DENV2-infected cells, cytopathic effect rescue, plate reader; CPE inhibition, % at 9.99 µM; in the data active = CPE inhibition above about 20%, passing the limit was not always enough; inconclusive = no clear call, values can overlap the other calls; tested in BHK-21 cells;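 note: 0% = median of neutral control wells and 100% = median of positive control wells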
# ERAP1 inh – ERAP1 (human) enzyme inhibition; AID 652197; Q9NZ08; recombinant ERAP1, Leu-AMC fluorescence, 60 min; 0.15% of 340,000 active; inhibition, % at 10.7 µM;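 active = mean replicate inhibition of at least 30%, or all replicates individually reaching that 30% level; inactive = mean below 30% and not every replicate reaching it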;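 note: 0% = neutral control wells and 100% = L-leucinethiol positive control wells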
# Target sequence (Q9NZ08 whole entry, looked up): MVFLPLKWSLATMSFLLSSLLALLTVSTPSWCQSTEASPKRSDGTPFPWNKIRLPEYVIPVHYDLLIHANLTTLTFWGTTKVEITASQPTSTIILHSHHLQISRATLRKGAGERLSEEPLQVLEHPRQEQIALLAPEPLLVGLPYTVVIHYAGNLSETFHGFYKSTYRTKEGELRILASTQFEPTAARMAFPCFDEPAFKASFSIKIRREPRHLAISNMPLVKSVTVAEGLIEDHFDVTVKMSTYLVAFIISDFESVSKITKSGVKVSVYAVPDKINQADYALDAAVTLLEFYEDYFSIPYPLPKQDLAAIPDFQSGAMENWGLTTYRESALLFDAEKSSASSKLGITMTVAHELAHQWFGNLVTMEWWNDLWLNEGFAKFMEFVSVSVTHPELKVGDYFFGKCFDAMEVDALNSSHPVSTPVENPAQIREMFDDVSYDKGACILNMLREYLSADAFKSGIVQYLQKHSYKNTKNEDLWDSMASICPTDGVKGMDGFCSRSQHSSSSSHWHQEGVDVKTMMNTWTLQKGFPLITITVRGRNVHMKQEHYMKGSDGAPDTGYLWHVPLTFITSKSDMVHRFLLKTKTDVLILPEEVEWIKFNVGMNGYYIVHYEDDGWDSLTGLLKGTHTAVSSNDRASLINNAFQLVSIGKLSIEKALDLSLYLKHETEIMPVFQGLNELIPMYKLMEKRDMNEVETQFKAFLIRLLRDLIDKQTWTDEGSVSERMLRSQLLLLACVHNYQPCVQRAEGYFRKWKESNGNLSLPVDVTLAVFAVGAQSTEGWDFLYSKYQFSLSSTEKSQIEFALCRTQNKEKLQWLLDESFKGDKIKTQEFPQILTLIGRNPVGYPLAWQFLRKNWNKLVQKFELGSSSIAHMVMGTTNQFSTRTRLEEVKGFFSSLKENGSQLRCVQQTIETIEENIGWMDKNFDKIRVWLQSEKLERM
# Casp6 inh – blocks human caspase-6 cleavage activity; purified caspase-6, Z-VEID-R110 cleavage fluorescence; inhibition, % at 12.5 µM; P55212; 0.53% of 350,000 active;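 active = mean inhibition across replicates at least about 35%, with every replicate also reaching that limit, limit read from the data; inconclusive = only one of the two criteria met; inactive = neither criterion met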;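 note: 0% = median of neutral control wells and 100% = no fluorescence left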
# SIRT5 inh – sirtuin-5 (human) deacylase inhibition | Q9NXA8 | Purified SirT5, succinyl-peptide AMC, trypsin-coupled fluorescence | inhibition, % at 15 µM | 1.1% of 330,000 active; in the data active = inhibition above about 15%; inconclusive = no clear call, values can overlap the other calls
# ERp5 block – blocks human ERp5 reductase activity on insulin. 0.05% of 350,000 active. Q15084. ERp5 insulin aggregation, absorbance 650 nm, 90 min. inhibition, % at 9.99 µM;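 active = mean replicate inhibition above about 25%, with every replicate also reaching it, limit read from the data, passing the limit was not always enough; inconclusive = only one of those two criteria met; inactive = neither criterion met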
# F508del corr – CFTR F508del correction in bronchial cells; CFBE cells, YFP halide quenching; stimulated with forskolin plus potentiator P3; % fluorescence drop versus neutral controls; 0.36% of 350,000 active; activity (quench increase), % at 7.58 µM;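 active = mean added fluorescence quench of at least 8% versus neutral control, with both replicates also reaching 8%; inconclusive = only one of the mean or replicate conditions met; inactive = mean below 8% and not both replicates reaching 8%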;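 note: cells transiently co-express mutant CFTR-F508del with the halide-sensitive YFP; corrector assay measuring rescue of mutant channel to the surface after 24 h compound exposure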
# miR122 inh – inhibitors of miR-122 in Huh7 cells; activation (reporter increase), % at 12.5 µM; Huh7 miR-122 Renilla luciferase sensor, 48 h; neutral wells = 0, positive control = 100; 0.3% of 340,000 active; AID 602342;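 active = mean replicate activation score at least 90 and every replicate individually at or above 90; inconclusive = only one of the two criteria met; inactive = neither criterion met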;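 note: higher luciferase means less miR-122 activity so hits act as miR-122 inhibitors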
# * hit, by the source's call; ? = inconclusive; / = no result given; & = joins results of further samples; [ ] = another dose, or the depositor's remark.
SMILES,DENV2 CPE rescue,ERAP1 inh,Casp6 inh,SIRT5 inh,ERp5 block,F508del corr,miR122 inh
O=S1(=O)C[C@@H](N2CCC(Cc3ccccc3)CC2)[C@H](COCc2ccccc2)N1,-9,6,1,-5,2,-2.7,-1
O=C(CSc1nnc(CCCN2C(=O)c3cccc4cccc(c34)C2=O)n1-c1ccccc1)NCCCN1CCOCC1,3,-1,-2,5,-2,-1.6,/
NC(=O)CSc1ncc(-c2ccccc2)[nH]1,/,5,6,2,2,-2.1,/
COc1ccc(C2=NN(c3nc(-c4ccccc4)c(CC(=O)O)s3)C(c3ccco3)C2)cc1 (configuration not stated),4,1,8,/,-4,/,44
Cc1cccc(-c2ccc(C3[C@H]4CNC[C@@H]3N4CC3CCOCC3)cc2)c1 (some centres not stated),-3&-5,0&0,1&2,-2&-4,-1&-4,2.4&-0.2,/
COc1ccc(OC)c(Cc2nnc(CCC(=O)N3CCCCC3c3nccs3)o2)c1 (configuration not stated),?,-3,-1,-3,-3,-0.7,0
CCCOc1ccc(N2C(=O)CC(N(Cc3ccco3)C(=O)CC)C2=O)cc1 (configuration not stated),-10,0,0,-2,6,0.4,0
CC1CN(C(=S)Nc2cccc(F)c2)CC(C)O1 (configuration not stated),-2,-3,-4,-2,2,1.2,/
CCC(=O)N1C[C@@H](C)[C@H](OC)CN(C)C(=O)c2cc(NC(=O)NC(C)C)ccc2OC[C@H]1C,3,0,1,-1,6,-2.9,-2[16.7 µM]
COc1ccccc1CC(NC(C)=O)C(=O)NC1CCN(C(=O)NCc2ccccc2)CC1 (configuration not stated),10,1,1,-3,2,-0.7,-1
O=C(NCC[C@H]1CC[C@@H](NS(=O)(=O)c2cccc(F)c2)[C@H](CO)O1)c1cnccn1,-7,1,0,-3,3,-1.3,/
COc1ccc(CN(C)C[C@H]2Oc3c(NC(=O)c4ccncc4)cccc3C(=O)N([C@H](C)CO)C[C@@H]2C)cc1,2,7,-2,1,0,0.3,68[16.7 µM]
C[C@@H]1CN([C@H](C)CO)C(=O)Cc2cc(NC(=O)CCC(F)(F)F)ccc2O[C@H]1CN(C)Cc1ccncc1,/,-1,-2,9,2,-2.8,-3[16.7 µM]
CCOC(=O)c1ccc(NC(=O)CCS(=O)(=O)c2cccc3nonc23)cc1,1,0,-4,0,3,-4.6,-6
CCOc1cc(C(=O)NC(C)C2CCCO2)cc(OCC)c1OCC (configuration not stated),/,1,1,-2,-4,-1.2,-5
COc1ccccc1CNC(=O)C[C@@H]1CC[C@H]2[C@@H](COC[C@H](O)CN2C(=O)Nc2ccc(F)cc2)O1,-1,0,5,-1,-5,0.0,6[16.7 µM]

# Of the compounds above, 2 contain a furan ring, fused or not:
SMILES,DENV2 CPE rescue,ERAP1 inh,Casp6 inh,SIRT5 inh,ERp5 block,F508del corr,miR122 inh
COc1ccc(C2=NN(c3nc(-c4ccccc4)c(CC(=O)O)s3)C(c3ccco3)C2)cc1 (configuration not stated),4,1,8,/,-4,/,44
CCCOc1ccc(N2C(=O)CC(N(Cc3ccco3)C(=O)CC)C2=O)cc1 (configuration not stated),-10,0,0,-2,6,0.4,0

# Next part.
SMILES,DENV2 CPE rescue,ERAP1 inh,Casp6 inh,SIRT5 inh,ERp5 block,F508del corr,miR122 inh
Cc1cccc(N2CCN(C(=O)CNC(=O)c3cccc([N+](=O)[O-])c3)CC2)c1C,-6,2,3,-2,5,1.5,-8
COc1ccc(NC(=S)Nc2cccc(C(C)=O)c2)cc1OC,1,6,0,0,1,0.8,/
C[C@H]1CN([C@@H](C)CO)C(=O)c2cc(-c3cccc(C#N)c3)cnc2O[C@@H]1CN(C)Cc1cncnc1,-8,-1,1,-4,34*,-0.6,-9[16.7 µM]
O=C(N[C@H]1CC[C@H](CCNS(=O)(=O)c2ccccc2Cl)O[C@@H]1CO)c1ccccc1,-1,3,-2,18*,-2,0.0,/
O=c1cc(CSc2nnc(Nc3ccccc3)s2)nc2sccn12,/,0,4,0,-5,/,/
CC1CCN(C(=O)COC(=O)c2cc(Cl)cc(Cl)c2N)CC1,-6,-19,-1,-8,-1,-3.5,-11
COc1ccc(NS(=O)(=O)c2cccc(C(=O)O)c2)cc1,/,-3,1,0,2,0.9,/
O=C(NC1CCCCC1)[C@H]1[C@H](CO)[C@H]2Cn3c(cccc3=O)[C@H]2N1CC1CCOCC1,-10,2,-1,-2,0,/,/
C[C@H]1CN([C@@H](C)CO)S(=O)(=O)c2ccc(-c3cccnc3)cc2O[C@H]1CN(C)Cc1ccncc1,1,-1,0,-4,-7,1.3,-11[16.7 µM]
COCCN(C(=O)CSc1nc2ccccc2c(=O)n1CC(C)C)c1c(N)n(Cc2ccccc2)c(=O)[nH]c1=O,-3,1,2,-3,2,-3.7,1
O=C(O)c1ccc(/C=N/NC(=O)c2cc(-c3cccs3)nc3ccccc23)cc1,3,-54,3,0,-2,/,/
CS(=O)(=O)N1CCN(c2ccccc2NC(=O)c2ccc([N+](=O)[O-])o2)CC1,0,-3,3,4,-2,-1.8,/
O=C(NCC(=O)N(Cc1ccccc1)C(C(=O)NCC1CCCO1)c1ccccc1)c1ccco1 (configuration not stated),-5,-3,0,-1,7,-0.1,/
C[n+]1ccccc1/C=C/c1ccc(C#N)cc1,-3,25,-4,-3,-1,2.9,/
Cn1c(=NC(=O)CS(=O)(=O)c2ccc(F)cc2)sc2ccccc21,-3,3,2,1,0,-1.6,-4
COc1ccccc1CN(C)C[C@H]1OCc2cnnn2CCCC(=O)N([C@@H](C)CO)C[C@H]1C,13,-2,-3,-3,8,-0.9,1[16.7 µM]
CC(=O)N(C)c1ccc(NS(=O)(=O)c2cccc3nsnc23)cc1,1,-5,1,-6,3,-0.3,5
CCc1cc(CNC(=O)CC2C(=O)NCCN2CC2CCCCC2)on1 (configuration not stated),2,-1,-2,-2,-1,/,/
Cc1noc(C)c1NC(=O)Nc1cccc2c1O[C@H](CN(C)S(=O)(=O)c1ccccc1)[C@@H](C)CN([C@H](C)CO)C2=O,-1&-1,-1&-5,1&0,-1&-5,5&10,-2.2&1.5,/
O=C(CSc1nc(O)cc(=O)n1-c1ccccc1)Nc1ccc2c3c(cccc13)CC2,6,-3,11,4,-3,-1.8,-3
COc1ccc(-n2cc(CNCCc3cnc[nH]3)c(-c3cccc(F)c3)n2)cc1,-2,9,-10,-5,1,/,/
COc1ccc(OC)c(NC(=O)CSc2nc3[nH]c(=O)[nH]c(=O)c3s2)c1,0,3,4,3,1,-0.4,-6
COC(=O)[C@]12CCCCC=C1N(CCC1=CCCCC1)C(=O)[C@H](CC(=O)NCc1ccccc1)C2,?,-1,-1,9,5,-2.8,/
O=C(Nc1ccc(F)cc1)N[C@H]1CC[C@@H](CCn2cc(C3(O)CCCC3)nn2)O[C@H]1CO,17,-1,5,1,3,-0.1,/
COc1cc(NC(=O)c2c(-c3ccccc3Cl)noc2C)c2ncccc2c1,1,3,3,-2,1,-3.1,1
CC1(C(=O)N/N=C/c2ccc3c(c2)OCO3)CC1(Br)Br (configuration not stated),3,3,1,-2,-4,-1.1,11
Cc1nc2n[nH]c(N)c2c2c1CCCC2,-3,1,-3,0,5,-1.1,-14
COc1ccc(Cl)cc1N1C(=O)CC(Sc2ccccc2N)C1=O (configuration not stated),9,2,-2,1,0,0.8,-2
Nc1ncnc2nc(SCC(=O)Nc3cccc(C(F)(F)F)c3)[nH]c12,1,3,-2,1,1,-3.3,3
COC(=O)[C@]1(Cc2ccccc2)N[C@H](CN(C)C(C)=O)[C@@H]2C(=O)N(Cc3ccccc3)C(=O)[C@@H]21,1,-2,-1,-1,8,-1.0,-1
COc1ccc(S(=O)(=O)Nc2ccc3c(c2)C(=O)N([C@H](C)CO)C[C@@H](C)[C@@H](CN(C)Cc2ccncc2)OCCCC[C@H](C)O3)cc1,-5,2,-2,-2,1,-0.8,7[16.7 µM]
O=C(Cc1ccsc1)NNC(=O)c1ccccc1O,4,-2,22,2,2,-0.8,3
O=C(Nc1ccc(F)cc1)N1CC(=O)N2[C@H](CO)[C@@H](c3ccc(Br)cc3)[C@@H]2C1,5,-2,0,1,6,4.5,/
CCOc1ccc(S(=O)(=O)N2CCOCC2)c2ccccc12,2,5,3,-1,6,-2.6,4
Cc1ccccc1/C=C/c1cccc[n+]1C,-3,6,10,0,-4,-1.5,-1
Cn1c(NCCc2ccncc2)nc2cc(-c3cccc(Cl)c3)sc2c1=O,-7,0,2,0,-2,-0.4,-2
COc1ccc(NC(=O)N(C)C[C@@H]2Oc3ccc(NC(=O)c4ccncc4)cc3CC(=O)N([C@H](C)CO)C[C@@H]2C)cc1,44*,-1,-2,-2,-2,-5.1,4[16.7 µM]
Cc1ccc(S(=O)(=O)N(C)C[C@@H]2Oc3ccc(N(C)C)cc3C(=O)N([C@@H](C)CO)C[C@H]2C)cc1,17,0,0,-8,-2,1.0,1[16.7 µM]
Cc1ccc(CNC(=O)CN(Cc2cccs2)C(=O)C2(C)CC(=O)N=C3C=CC=CN32)cc1 (configuration not stated),/,1,2,-21,9,1.2,-5
C=CCN1C(=O)C(Cc2ccc(SC(F)F)cc2)SC1=Nc1ccc(C(=O)O)cc1 (configuration not stated),/,-2,4,0,4,0.5,-8
Cn1nc(C(=O)NNC(=O)C2CSC3(C)CCC(=O)N23)c2ccccc2c1=O (configuration not stated),-4,1,-2,4,4,0.1,/
COc1ccccc1C(=O)N1C[C@@H]2[C@H](c3ccccc31)[C@H](CO)N2C(=O)C1CCCCC1,-2,0,0,-12,2,-1.0,0[16.7 µM]
COc1ccc(CNC(=O)c2cc(S(=O)(=O)N3CCOCC3)cn2C)cc1,-6,1,-2,6,-4,-2.2,3
COc1ccc2c(c1)OCC(O)(c1ccccc1)C2=O (configuration not stated),6,0,-3,/,4,5.5,/
CC(C)N(Cc1ccccc1)C(=S)Nc1cccnc1,-1,1,0,-2,5,4.0,/
CCSc1ncc(Cl)c(C(=O)Nc2ccc(S(N)(=O)=O)cc2)n1,1,-2,0,-4,3,1.9,2
O=C(CNS(=O)(=O)c1ccccc1)OCC(=O)c1ccc(Br)cc1,2,0,0,0,0,-2.8,/
O=C(COC(=O)c1cccc(S(=O)(=O)N2CCOCC2)c1)c1ccccc1,1,3,2,-3,-1,0.9,3
N#CCCn1cnc2c(=S)nc[nH]c21,/,0,0,/,8,/,1
COc1ccc(CNC(=O)COC(=O)c2ccc3c(c2)OCCO3)cc1,/,1,1,-5,1,/,/
CCCNC(=O)NC[C@H]1[C@H](c2ccc(C3=CCCC3)cc2)[C@@H](CO)N1C(C)=O,0,/,/,/,/,0.0,0[16.7 µM]
O=C(C[C@H]1CC[C@@H](NC(=O)C2CCOCC2)[C@@H](CO)O1)NCc1ccncc1,3,0,0,-2,-1,0.8,/
O=C(Cc1cccs1)NCCc1ccc(F)cc1,-2,-4,2,-2,0,-0.9,5
COc1ccc(Nc2nnc(C)c(=O)[nH]2)c(OC)c1,-3,/,6,-4,-3,-1.4,4
CN1C(=O)CSc2ccc(NC(=O)Nc3ccccn3)cc21,/,-3,5,0,4,0.1,/
CC1(C)C=Cc2c(ccc3c2OC[C@H](c2ccc(O)cc2O)C3)O1,-1,1,/,/,-2,-0.5,/

# Next entries follow:
SMILES,DENV2 CPE rescue,ERAP1 inh,Casp6 inh,SIRT5 inh,ERp5 block,F508del corr,miR122 inh
Nc1nnc(SCC(=O)Nc2cccnc2Cl)s1,-3,1,0,5,-1,4.3,-1
COCC1CCN(Cc2cn(Cc3ccccc3)nc2-c2cc3ccccc3o2)CC1,6,1,17,1,2,1.2,/
O=C(/C=C/c1ccccc1)C1=C(O)C(=O)N(CCO)C1c1ccccc1[N+](=O)[O-] (configuration not stated),/,2,10,3,3,-5.9,/
CC(C)c1ccc(NC(=O)C2(C)Cc3c(-c4ccc5c(c4)OCO5)ccnc3O2)cc1 (configuration not stated),0,2,-3,0,-7,3.6,3
CN1CCN(C(=O)C[C@@H]2C[C@H]3c4cc(NS(C)(=O)=O)ccc4O[C@H]3[C@H](CO)O2)CC1,4,-1,-24,1,-1,-0.6,-4[16.7 µM]
